TRHR enhancer – allosterically enhances the human TRH receptor | P34981 | TRHR cells, fluo-8 calcium fluorescence, EC20 TRH enhancement | enhancement, % at 2 µM | actives 0.66% (n = 360,000); in the data active means enhancement above about 30%; further: 0% is about no effect
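Enhancer read-out: after compound pinning and an initial kinetic agonist-mode read, an EC20 of TRH (10 nM final) was injected and fluo-8 calcium signal (Ex 480/Em 530) followed at 1 s/cycle for 100 cycles in TRHR-expressing cells.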
D2 antagonist – antagonists of human D2 dopamine receptor | HEK293 TREx D2 cells, calcium flux, dopamine EC80 | inhibition, % at 10 µM | actives 2% (n = 340,000); in the data active means inhibition above about 30%; further: 0% is about no effect
Target sequence (P14416 whole entry, looked up): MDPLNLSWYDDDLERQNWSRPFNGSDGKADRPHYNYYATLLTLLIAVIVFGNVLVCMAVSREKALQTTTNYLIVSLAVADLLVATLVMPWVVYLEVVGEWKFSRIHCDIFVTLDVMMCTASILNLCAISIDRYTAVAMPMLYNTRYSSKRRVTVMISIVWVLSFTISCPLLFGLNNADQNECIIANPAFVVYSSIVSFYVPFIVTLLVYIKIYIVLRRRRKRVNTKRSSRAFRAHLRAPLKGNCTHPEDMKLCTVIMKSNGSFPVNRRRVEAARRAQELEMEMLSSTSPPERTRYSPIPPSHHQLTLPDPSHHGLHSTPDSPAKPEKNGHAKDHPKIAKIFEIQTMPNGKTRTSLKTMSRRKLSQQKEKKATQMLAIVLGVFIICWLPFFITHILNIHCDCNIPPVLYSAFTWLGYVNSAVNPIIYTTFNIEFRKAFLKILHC
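Tetracycline-induced HEK293 TREx cells expressing D2 receptor forced-coupled to calcium signalling, loaded with no-wash calcium dye. Compounds added and calcium flux read 180 s, then dopamine added at EC80 and read a further 180 s.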
TRHR agonist – agonists of human TRH receptor; P34981; TRHR cells, calcium flux fluo-8, FDSS agonist mode; activation, % at 2 µM; actives 0.18% (n = 360,000); further: 0% is about no effect
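In this calcium-flux screen, cells bearing human TRHR are dye-loaded with fluo-8, baselined for 10 cycles, then exposed to library compounds; positive kinetic calcium responses during the agonist phase mark hits, with TRH as control.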
D1 antagonist – human D1 dopamine receptor antagonism; P21728; HEK293 TREx D1 cells, calcium flux, dopamine EC80; stronger effect = lower value; activity change, negative = inhibition, % at 10 µM; actives 3.2% (n = 360,000); AID 504652; in the data active means activity change below about -30%; further: on the % scale 0 is the no-effect control and ±100 the full control effect
Target sequence (P21728 whole entry, looked up): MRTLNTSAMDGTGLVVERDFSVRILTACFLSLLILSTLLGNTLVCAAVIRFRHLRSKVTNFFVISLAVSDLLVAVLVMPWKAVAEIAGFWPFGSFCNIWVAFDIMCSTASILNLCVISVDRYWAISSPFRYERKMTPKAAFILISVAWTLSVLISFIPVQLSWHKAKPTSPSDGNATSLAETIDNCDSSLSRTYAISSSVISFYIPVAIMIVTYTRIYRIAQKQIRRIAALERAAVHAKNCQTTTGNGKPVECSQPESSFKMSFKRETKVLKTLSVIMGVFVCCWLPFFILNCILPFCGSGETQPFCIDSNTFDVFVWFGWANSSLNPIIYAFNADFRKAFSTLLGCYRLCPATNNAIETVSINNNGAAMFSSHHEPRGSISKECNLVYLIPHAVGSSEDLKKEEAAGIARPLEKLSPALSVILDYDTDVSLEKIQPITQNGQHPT
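Kinetic fluorescence of a calcium dye serves as the read-out. D1-expressing Hek293 Trex cells, induced overnight at 30 C, are exposed to compound for 180 s before an EC80 dopamine addition, then read 180 s further.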
RXFP1 antag – antagonists of human relaxin receptor RXFP1. AID 1259400. actives 0.59% (n = 350,000). activity change, negative = inhibition, % at 57.5 µM. Q9HBX9. HEK293-RXFP1, relaxin-stimulated cAMP HTRF, 30 min; stronger effect = lower value;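 active means activity change of -60% or lower, but not beyond a set lower limit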; further: on the % scale 0 is the no-effect control and ±100 the full control effect
D2 agonist – activates the human D2 dopamine receptor. AID 485358. actives 0.53% (n = 340,000). P14416. HEK293 T-REx D2 cells, calcium flux agonist mode. activation, % at 2 µM;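 active means activation over 3 SD above normal in the single-dose calcium agonist read, cut at about 30% in these data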; further: 0% is about no effect
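HEK293 Trex D2 cells, tetracycline-induced, o/n 30 C 5% CO2; no-wash Ca dye, RT 30–90 min; 10-cycle baseline, 23 nl cpd added, kinetic Ca read 180 s; agonist hits = positive Ca response.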
D1 potentiator – potentiators of human D1 dopamine receptor | potentiation, % at 10 µM | P21728 | HEK293 TREx D1 cells, calcium flux, dopamine EC20 potentiation | actives 0.036% (n = 360,000); in the data active means potentiation above about 30%; further: 0% is about no effect
D2 potentiator – positive allosteric modulators of human D2 dopamine receptor; P14416; HEK293 T-REx D2, calcium flux, EC20 dopamine potentiation; potentiation, % at 10 µM; actives 0.34% (n = 340,000); AID 485347;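 active means potentiation over 3 SD above the plate norm, cut at about 30% in these data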; further: 0% is about no effect
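Primary screen. Calcium kinetics in induced HEK293 T-REx D2 cells: compound pre-addition 180 s, EC20 dopamine, 180 s more.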
D1 ag – human D1 receptor agonism | activation, % at 2 µM | actives 1% (n = 360,000) | HEK293 T-REx D1 cells, calcium flux, agonist mode | P21728; further: 0% is about no effect
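Inducible HEK293 T-REx D1 cells, force-coupled to calcium signalling, were plated at 4000 cells/well with tetracycline and held overnight at 30 C. After no-wash calcium dye loading, compound-evoked calcium rise over 180 s flagged agonists.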
An asterisk follows results filed as active; . = no result given. Unless noted, no stated cut-off is given here; in the data, active means activation above about 30%; inactive means the rest.

SMILES	TRHR enhancer	D2 antagonist	TRHR agonist	D1 antagonist	RXFP1 antag	D2 agonist	D1 potentiator	D2 potentiator	D1 ag
COc1cc(C(=O)N/C(=C\c2cn(C)c3ccccc23)C(=O)NCCCn2ccnc2)cc(OC)c1OC	-3	-6	0.0	-15	3	-0.1	-1	0	4
COc1cccc(NC(=O)C2CCN(C(=O)[C@@H]3Cc4ccccc4CN3C(=O)OC(C)(C)C)CC2)c1	1	.	0.1	3	1	.	0	.	3
COc1ccc(S(=O)(=O)c2ccc(OCC3CO3)cc2)cc1 (stereo not drawn)	-4	8	-0.2	-23	8	0.5	-3	-7	1
CCC(=O)N1CCN=C1SCc1cccc(C(F)(F)F)c1	4	-6	-0.6	0	18	-0.7	14	-2	2
CCCCn1c(-c2ccc(S(=O)(=O)N3CCOCC3)cc2)csc1=Nc1ccccc1	0	.	-0.1	-6	-6	-0.2	-2	-2	-1
CCc1cccc(OCC(=O)Nc2ccc(S(=O)(=O)Nc3cc(C)nc(C)n3)cc2)c1	-5	.	-0.1	11	-11	-0.8	-1	1	2
COc1ccc(N(CC(=O)O)S(C)(=O)=O)cc1OC	2	-2	0.3	-8	-10	-0.7	-4	-4	2
COc1ccc(NC(=O)c2ccc(CN(c3cc(Cl)ccc3C)S(=O)(=O)c3ccccc3)cc2)cc1OC	-9	0	-0.1	-8	-13	-0.9	-1	-6	5
N#Cc1cccc(CN2CCC(=O)N(CCO)CC2)c1	0	11	0.3	-1	.	0.1	-6	9	2
CCN(CC)CCCNC(=O)c1cc2c(-c3ccc(Cl)cc3)nn(C)c2s1	-3	1	2.5	-4	.	0.2	-2	-24	4
Cc1nn(C(C)C(=O)NCCCc2ccccc2)c(=O)c2nn(-c3ccccc3)c(C)c12 (stereo not drawn)	-4	-13	-0.2	1	-16	0.4	-3	-6	0
COc1cccc(-c2nnn(CC(=O)N(CC(C)C)C3CCS(=O)(=O)C3)n2)c1 (stereo not drawn)	5	-7	0.6	9	-5	0.9	0	-5	2
CCSc1nnc(NC(=O)CSc2nncc(=O)n2N)s1	-3	19	0.3	-4	2	0.2	-1	3	-1
Cc1cccc(-n2c(-c3csc(C(C)C)c3)n[nH]c2=S)c1	-1	16	0.6	28	-71*	-0.1	0	4	1
CCCCOc1ccc(C(=O)NCc2ccccn2)cc1	1	-3	-1.3	-28	-6	0.1	0	1	2
O=C(COC(=O)CCc1c[nH]c2ccccc12)NC1CCS(=O)(=O)C1 (stereo not drawn)	4	-9	-0.5	-21	-11	0.9	-6	-3	-1
Oc1ccc(Nc2ccnc3cc(Cl)ccc23)cc1	3	22	-1.7	31	3	-1.0	-3	-6	4
CCCCN1CCN=C1Nc1ccccc1	-2	.	1.0	-8	.	.	-2	.	0
CCC(Sc1nnc(-c2ccc(F)cc2)c(-c2ccc(F)cc2)n1)C(=O)NC1CCCC1 (stereo not drawn)	-2	.	-0.4	-29	-34	2.0	-2	5	2
O=C(NCc1ccccn1)c1cccc(S(=O)(=O)N2CCCCC2)c1	8	-14	0.4	-12	0	1.0	-2	3	0
CSc1ccc(S(=O)(=O)N(CC(=O)NN=C2CCN(C)CC2)c2ccc(C)cc2)cc1	5	15	-0.1	18	-7	0.1	3	20	-2
Cc1ccc(C(=O)Nc2cc3c(cc2C)n(C)c(=O)c(=O)n3C)cc1	0	.	-0.5	-4	3	.	1	-4	-1
CCn1c(-c2csc3c2CCC(C)C3)n[nH]c1=S (stereo not drawn)	-6	-7	0.3	-1	-13	-0.3	-7	1	2
O=C(COC(=O)c1c[nH]c(=O)[nH]c1=O)Nc1ccccc1	2	-11	-0.3	-3	-12	0.2	-2	8	1
CCOC(=O)CCNC(=O)CCNC(=O)C(c1ccccc1)c1ccccc1	-1	.	0.4	0	0	.	-9	.	2

Going on with the list:
SMILES	TRHR enhancer	D2 antagonist	TRHR agonist	D1 antagonist	RXFP1 antag	D2 agonist	D1 potentiator	D2 potentiator	D1 ag
CCCCC(=O)Nc1ccc(C(=O)NNC(=O)CCCOc2ccc(Cl)cc2Cl)cc1	-4	4	-0.1	6	.	1.2	-2	-5	1
COC(=O)CNC(=O)CSc1nc2sccc2c(=O)n1-c1ccccc1	3	-10	0.0	-14	-7	-0.6	-3	1	2
CN1CCN(C(CNS(=O)(=O)c2ccc([N+](=O)[O-])cc2)c2ccc(F)cc2)CC1 (stereo not drawn)	-7	2	0.7	4	-2	0.7	-5	0	14
Cc1ccc(-n2cnnn2)cc1S(N)(=O)=O	-5	.	1.4	-4	3	-0.1	0	5	3
O=C(COc1ccc2ccc(=O)oc2c1)NCCCn1ccnc1	7	5	0.7	-1	-10	0.7	-1	2	1
COc1ccc2[nH]c(C)c(CCN(Cc3cccs3)C(=S)Nc3ccccc3OC)c2c1	-4	25	0.5	-1	.	-0.4	-5	-2	-1
Cc1ccc(C)c(Cn2c(SCC(=O)NCc3ccccc3)nc3ccccc32)c1	2	.	0.2	5	.	-2.8	6	0	2
COc1ccc(C(=O)n2nc(-c3ccco3)nc2NCc2cccs2)cc1	2	.	1.1	-1	-7	.	-2	-3	7
Cc1cccc(N2CC(C(=O)Nc3nnc(SCC(=O)Nc4cc(C)on4)s3)CC2=O)c1 (stereo not drawn)	3	-12	0.3	-8	-19	0.2	9	6	2
COCCC(=O)N1CCc2ccc(NC(=O)c3ccc(C(F)(F)F)cc3)cc2C1	-4	-12	0.2	-2	2	0.8	-1	1	5
CCOc1ccc(C(Nc2ccc(C)cc2)P2(=O)OCCC(C)O2)cc1 (stereo not drawn)	6	11	0.4	-1	-5	-0.4	7	-18	5
Cc1nc2ncnn2c(C)c1CCC(=O)Nc1csc(N)n1	2	12	0.5	10	9	0.8	-3	7	4
Cc1cccc(-n2ncc(C(=O)N3CCOCC3)c2C2CCN(C(=O)OC(C)(C)C)CC2)c1	14	.	1.0	-77*	-8	1.3	-5	-6	1
CC1CC(C)CN(C(=O)CCNC(=O)Cn2cnc3ccccc3c2=O)C1 (stereo not drawn)	3	2	0.0	-1	7	0.2	2	16	0
O=C(NCc1cccnc1)c1cccc(OC2CCN(Cc3ccc(CO)o3)CC2)c1	-2	-9	0.1	1	-5	-1.1	5	17	3
COc1ccc(C(=O)c2c(N)c(-c3nc(-c4ccc5c(c4)OCO5)cs3)c3ccccn23)cc1	3	.	-2.0	-1	-1	-1.1	-3	13	0
COc1ccc(C(=O)NCCn2cc(SCC(=O)NCc3ccco3)c3ccccc32)cc1	1	7	-1.6	15	0	-0.2	4	-8	1
COc1ccc(NC(=O)Cn2nnc(C(=O)NCCc3ccc(OC)c(OC)c3)c2N)c(OC)c1	-1	11	-0.4	0	-4	-0.3	-4	-1	2
CN(C)c1ccc(P(=O)(COc2ccc([N+](=O)[O-])cc2)c2ccc(N(C)C)cc2)cc1	-4	-10	0.8	-23	-22	-1.9	-2	-2	4
CCCN1CCN(CC2=C(C(=O)OCC)C(c3ccc(Cl)cc3)NC(=O)N2)CC1 (stereo not drawn)	-1	.	1.5	-18	.	-0.7	-2	-15	3
CCc1noc(C)c1C(=O)NNC(=O)c1nn(C)c(=O)c2ccccc12	0	57*	-0.4	30	0	0.1	-4	-6	1
CCNS(=O)(=O)c1ccc(CCC(=O)Nc2ccccc2)cc1	4	-3	0.0	.	-11	-0.3	-1	6	9
CCCn1c(SCN2C(=O)c3ccccc3C2=O)nc2cc(Cl)ccc2c1=O	4	-14	0.1	3	15	0.1	-5	8	-1
Cc1cccc(-c2nnc(SCC(=O)NC3CC3)n2C)c1	-3	-2	3.3	1	-8	0.6	0	-2	2
CCOC(=O)c1snc2c(=O)[nH]cnc12	-4	16	0.0	3	8	0.7	0	3	2

3 entries from above, ordered by formula weight, rising.
SMILES	TRHR enhancer	D2 antagonist	TRHR agonist	D1 antagonist	RXFP1 antag	D2 agonist	D1 potentiator	D2 potentiator	D1 ag
CCOC(=O)c1snc2c(=O)[nH]cnc12	-4	16	0.0	3	8	0.7	0	3	2
Cc1nc2ncnn2c(C)c1CCC(=O)Nc1csc(N)n1	2	12	0.5	10	9	0.8	-3	7	4
CCOc1ccc(C(Nc2ccc(C)cc2)P2(=O)OCCC(C)O2)cc1 (stereo not drawn)	6	11	0.4	-1	-5	-0.4	7	-18	5

Additional structures follow.
SMILES	TRHR enhancer	D2 antagonist	TRHR agonist	D1 antagonist	RXFP1 antag	D2 agonist	D1 potentiator	D2 potentiator	D1 ag
Cn1c(O)c(N=Nc2nc(-c3ccccc3)cs2)c2ccccc21	11	-9	-0.5	-6	-13	-0.2	1	-7	5
CCOc1ccc(-c2nc(-c3ccc(OC)c(OC)c3)no2)cc1OCC	5	.	0.0	6	.	.	-3	.	2
CC(=O)N1CCCc2cc(S(=O)(=O)N(C)CC(=O)Nc3cccc(Cl)c3C)ccc21	-5	.	-0.5	12	-9	1.0	-4	-11	5
O=C(Nc1ccc(F)cc1)c1ccc2snnc2c1	-6	-8	-0.1	1	2	1.3	3	11	3
CCOC(=O)c1cc(-c2csc(-c3cccc(Cl)c3)n2)on1	20	7	1.2	-29	-6	0.0	-10	11	3
COc1cccc(CN(C)C(=O)CSCC(=O)Nc2cccc(C)c2)c1OC	1	-7	0.1	-18	8	-0.4	.	0	17
Cc1ccc(S(=O)(=O)N(CC(=O)N/N=C/c2cccc(Cl)c2)c2cccc3cccnc23)cc1	-5	-1	0.1	-2	-19	0.5	-2	5	1

Three entries drawn at random from those above:
SMILES	TRHR enhancer	D2 antagonist	TRHR agonist	D1 antagonist	RXFP1 antag	D2 agonist	D1 potentiator	D2 potentiator	D1 ag
CCOc1ccc(-c2nc(-c3ccc(OC)c(OC)c3)no2)cc1OCC	5	.	0.0	6	.	.	-3	.	2
Cc1ccc(S(=O)(=O)N(CC(=O)N/N=C/c2cccc(Cl)c2)c2cccc3cccnc23)cc1	-5	-1	0.1	-2	-19	0.5	-2	5	1
CC(=O)N1CCCc2cc(S(=O)(=O)N(C)CC(=O)Nc3cccc(Cl)c3C)ccc21	-5	.	-0.5	12	-9	1.0	-4	-11	5

A second format for some results above.
Order of results – TRHR enhancer | D2 antagonist | TRHR agonist | D1 antagonist | RXFP1 antag | D2 agonist | D1 potentiator | D2 potentiator | D1 ag
- CCCCOc1ccc(C(=O)NCc2ccccn2)cc1
  1 | -3 | -1.3 | -28 | -6 | 0.1 | 0 | 1 | 2
- O=C(COC(=O)CCc1c[nH]c2ccccc12)NC1CCS(=O)(=O)C1 (stereo not drawn)
  4 | -9 | -0.5 | -21 | -11 | 0.9 | -6 | -3 | -1

A stretch from further up, for reference:
SMILES	TRHR enhancer	D2 antagonist	TRHR agonist	D1 antagonist	RXFP1 antag	D2 agonist	D1 potentiator	D2 potentiator	D1 ag
CCOc1ccc(-c2nc(-c3ccc(OC)c(OC)c3)no2)cc1OCC	5	.	0.0	6	.	.	-3	.	2
CC(=O)N1CCCc2cc(S(=O)(=O)N(C)CC(=O)Nc3cccc(Cl)c3C)ccc21	-5	.	-0.5	12	-9	1.0	-4	-11	5

High-throughput results deposited in PubChem BioAssay by National Center for Advancing Translational Sciences (NCATS).
